TNAP inh no acc – human TNAP enzyme inhibitors, primary screen, biochemical, luminescent, no phosphate acceptor, uHTS | 200,000 compounds, 0.26% hits | purified TNAP, CDP-star luminescence, 30 min | Alkaline phosphatase, tissue-nonspecific isozyme (Homo sapiens), P05186 | inhibition, % at 20 µM | AID 1012, 2008;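 active = tissue-nonspecific alkaline phosphatase inhibition above about 50% at 20 µM in the single-dose screen, limit read from the data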;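 also: 0% = DMSO negative control and 100% = EDTA positive control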
Target sequence (P05186 whole entry, looked up): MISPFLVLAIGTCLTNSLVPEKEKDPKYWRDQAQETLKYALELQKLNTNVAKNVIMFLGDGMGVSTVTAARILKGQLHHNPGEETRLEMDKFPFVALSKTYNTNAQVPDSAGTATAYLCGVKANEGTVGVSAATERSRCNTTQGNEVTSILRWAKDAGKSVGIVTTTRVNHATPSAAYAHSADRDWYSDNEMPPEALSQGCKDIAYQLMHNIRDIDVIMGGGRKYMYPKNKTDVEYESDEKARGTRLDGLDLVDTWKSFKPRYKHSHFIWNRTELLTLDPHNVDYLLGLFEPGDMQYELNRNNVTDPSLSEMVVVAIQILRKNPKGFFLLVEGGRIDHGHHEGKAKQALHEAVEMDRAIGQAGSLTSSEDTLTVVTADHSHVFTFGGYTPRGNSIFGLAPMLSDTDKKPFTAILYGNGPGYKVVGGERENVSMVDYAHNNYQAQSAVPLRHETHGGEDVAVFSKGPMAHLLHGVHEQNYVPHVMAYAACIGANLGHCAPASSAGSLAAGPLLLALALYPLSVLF
S1P3 antag – S1P3 receptor antagonists, primary screen, cell-based; Sphingosine 1-phosphate receptor 3 (Homo sapiens), Q99500; CHO S1P3 NFAT-BLA reporter, FRET fluorescence, antagonist mode; inhibition, % at 4.98 µM; 170,000 compounds, 0.27% hits; AID 485, 2006;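 active = inhibition above the plate cutoff, the mean inhibition of test wells on that plate plus 3 SD, cut at about 28% in these data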;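 also: cells challenged with S1P at its EC80 of 0.8 µM; blue over green emission ratio from cleaved BLA substrate after 4 h stimulation; 0% = S1P-stimulated wells and 100% = unstimulated DMSO-only wells; some compounds past the cut are filed as inactive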
DTT redox prof – compounds producing H2O2 with reducing agent – biochemical, NIH compound library profiling, artefact control for MLSCN library redox annotation, primary screen | DTT-dependent redox cycling H2O2, phenol red/HRP absorbance; 100% = 100 µM peroxide control, 0% = buffer | 200,000 compounds, 0.03% hits | activation, % at 10 µM;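 active = activation of at least 50% relative to the plate's high and low controls in the primary single-dose screen; inactive = activation below 50%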;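 also: compound incubated with DTT at 0.8 mM final as the reducing agent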
L major viab – Leishmania major promastigote growth inhibition, primary screen. inhibition, % at 10 µM. Leishmania major promastigotes, resazurin fluorescence viability. AID 1063, 2008. 200,000 compounds, 9% hits; in the data active = inhibition above about 50%;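 also: promastigotes grown with compound for 44 hours at 28 °C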
PMI act satM6P – human PMI activators, high substrate, primary screen, biochemical, fluorescence intensity, near-saturating mannose 6-phosphate. coupled PMI enzyme assay, resazurin fluorescence, 20 min; hits give high values; 1 = untreated enzyme, 0 = substrate-free blank. activation factor at 20 µM. 190,000 compounds, 0.34% hits;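 active = activation factor of 2 or more at 20 µM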
Target sequence (P34949 whole entry, looked up): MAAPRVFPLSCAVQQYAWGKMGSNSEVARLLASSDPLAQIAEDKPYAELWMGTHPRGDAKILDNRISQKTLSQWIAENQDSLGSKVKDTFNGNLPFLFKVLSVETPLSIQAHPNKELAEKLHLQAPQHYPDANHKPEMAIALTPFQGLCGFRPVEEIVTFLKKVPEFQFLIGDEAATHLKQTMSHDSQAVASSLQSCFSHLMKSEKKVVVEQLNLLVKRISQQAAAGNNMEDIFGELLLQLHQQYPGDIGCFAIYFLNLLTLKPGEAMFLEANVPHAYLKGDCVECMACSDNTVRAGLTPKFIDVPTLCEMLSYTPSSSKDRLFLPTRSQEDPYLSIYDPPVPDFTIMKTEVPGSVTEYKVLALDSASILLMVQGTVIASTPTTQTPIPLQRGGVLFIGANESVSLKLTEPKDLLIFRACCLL
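Test system – human PMI in coupled enzyme assay · Timing – 20 min incubation at room temperature · Detection – Diaphorase-driven resazurin-to-resorufin fluorescence, excitation 544, emission 590 nm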
Hsp70 act – Hsp70 transcriptional activators, primary screen, cell-based, HeLa, Hsp70 promoter luciferase, luminescence, 10 µM. HeLa Hsp70 promoter luciferase reporter; scaled: vehicle 0, proteasome-inhibitor control 100%. activation, % at 10 µM. 200,000 compounds, 0.04% hits;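 active = activation above the mean across all tested compounds plus 3 SD, cutoff set per campaign, cut at about 5.5% in these data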;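 also: 100% = MG132 at 30 µM as the positive control and 0% = DMSO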
HMGR II inh – inhibitors of E. faecalis class II HMGR, primary screen, biochemical, Enterococcus faecalis. HMG-CoA reductase (Enterococcus faecalis, mvaE). purified E. faecalis HMGR, NADPH absorbance 340 nm kinetic. inhibition, % at 10 µM. 190,000 compounds, 0.41% hits. AID 1066, 2008;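 active = inhibition above a set limit, the median over all tested compounds plus 3 SD, cut at about 9.5% in these data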;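 also: enzyme runs in reverse so mevalonate oxidation gives rising NADPH absorbance; 0% = complete reaction with DMSO and 100% = background rate lacking mevalonate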
TNAP inh hi DEA – human TNAP enzyme inhibitors, primary screen, biochemical, luminescent, high phosphate acceptor level, uHTS | Alkaline phosphatase, tissue-nonspecific isozyme (Homo sapiens), P05186 | purified TNAP, CDP-star luminescence, 1 M DEA | inhibition, % at 20 µM | 200,000 compounds, 0.03% hits | AID 1135, 2008;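 active = over 50% inhibition of tissue-nonspecific alkaline phosphatase at 20 µM in the single-dose screen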;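 also: plate controls were DMSO wells for no effect and EDTA-quenched wells as full inhibition for full effect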
RAM network inh – inhibitors of the yeast RAM network, primary screen, dse1pr::URA3 reporter, 5-FOA selection; S. cerevisiae dse1pr::URA3 reporter, 5-FOA growth OD615, 2 d; analog-sensitive cbk1-as2 kinase mutant strain; 190,000 compounds, 1.8% hits; inhibition, % at 50 µM;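 active = inhibition above a set limit, 3 SD over mean compound inhibition, cut at about 8.4% in these data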;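 also: 0% = DMSO-only wells with no growth and 100% = 10 µM 1-NA-PP1 full growth; inhibition rescues growth on 5-FOA so higher OD means more RAM inhibition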
PMI act – activators of human PMI, primary screen, biochemical, fluorescence intensity, near-Km mannose 6-phosphate; Mannose-6-phosphate isomerase (Homo sapiens), P34949; purified human PMI, coupled resazurin fluorescence, 20 min; hits give high values; 1 = vehicle control, 0 substrate-free wells; activation factor at 20 µM; 190,000 compounds, 0.005% hits; AID 1214, 2008;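 active = activation factor of 2 or more at 20 µM, relative to plate controls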
The depositor's hits bear a star; · = not tested or not shown.

Start of the listing, in advance, two compounds:
Order of results: TNAP inh no acc, S1P3 antag, DTT redox prof, L major viab, PMI act satM6P, Hsp70 act, HMGR II inh, TNAP inh hi DEA, RAM network inh, PMI act
COc1ccc(-c2csc(N3CCC(c4ccccc4)CC3)n2)cc1
  -13, -7, -0.3, -4, 1, -0.2, 0, -1, 2.6, 1.1
C=C(C)CSc1nc2nc(C)c(Br)cc2[nH]1
  -12, ·, 0.0, 5, 0.8, 0.0, 0, -2, 1.2, 0.9

The list itself, from the first entry:
Order of results: TNAP inh no acc, S1P3 antag, DTT redox prof, L major viab, PMI act satM6P, Hsp70 act, HMGR II inh, TNAP inh hi DEA, RAM network inh, PMI act
COc1ccc(-c2csc(N3CCC(c4ccccc4)CC3)n2)cc1
  -13, -7, -0.3, -4, 1, -0.2, 0, -1, 2.6, 1.1
C=C(C)CSc1nc2nc(C)c(Br)cc2[nH]1
  -12, ·, 0.0, 5, 0.8, 0.0, 0, -2, 1.2, 0.9
CC(C)OC(=O)C(C#N)c1nc2ccccc2nc1N1CCN(Cc2ccccc2)CC1 (stereo unspecified)
  2, -11, 3.2, 46, 0.8, -0.3, -2, 5, 1.3, 0.9
O=C(NCCCN1CCCCCC1)C1CCCN(S(=O)(=O)c2cccc3nsnc23)C1 (stereo unspecified)
  1, -13, -0.7, 9, 1, 0.1, -5, -4, -0.6, 1.1
CCOC(=O)CSc1nc(=O)n2cc(C)ccc2n1
  0, 1, -0.6, -9, 0.9, 0.1, -5, -4, 2.2, 1
C/C(=C\C(=O)c1c(O)cc(C)oc1=O)N(C)C
  -7, 0, -1.1, -4, 0.9, -0.4, 0, 1, -0.5, 1
Cn1cc(/C=N/n2cnc3scc(-c4ccccc4)c3c2=O)c2ccccc21
  -9, 27, -0.2, 23, 0.8, 0.1, 1, -3, 0.2, 0.8
CC1Oc2ccccc2N(CC(=O)N2CCCc3ccccc32)C1=O (stereo unspecified)
  -8, 15, 3.0, -3, 1, 0.0, -6, -1, -0.2, 1
O=C(CSc1nc2ccccc2c(=O)n1C1CC1)NCc1ccccc1
  -8, ·, -0.2, -6, 1, 0.0, -2, -8, 3.4, 1
COC(=O)[C@H]1C[C@@H]1[C@H](NS(=O)(=O)c1ccc2ccccc2c1)c1ccccc1
  9, -7, 0.5, 4, 1, -0.2, -3, 1, 1.6, 1
COc1ccc(N2C(=O)/C(=C\c3ccco3)N=C2SCC(=O)NC(C)C)cc1Cl
  -9, 8, 1.0, -6, 0.8, -0.5, -1, 2, 2.0, 0.8
O=C(NC1CCCCCCC1)c1cc(COc2ccc3ncccc3c2)on1
  -9, 11, -2.2, 0, 0.9, 0.5, -1, -5, 1.5, 0.9
Cc1cccc2sc(NC(=O)CN(C)S(=O)(=O)c3cccs3)nc12
  -5, ·, 0.0, 10, 1, -0.4, -7, 2, 1.6, 0.9
Cc1ccccc1NC(=O)CC1SC(=O)N(c2ccccc2)C1=O (stereo unspecified)
  36, ·, 0.1, 5, 1, -0.2, -1, 1, 2.0, 1
CC1CCCC(C)N1C(=O)Cn1cnc2cc([N+](=O)[O-])ccc2c1=O (stereo unspecified)
  -11, -11, -2.5, 9, 1, -0.3, -4, -2, -0.8, 1
Cc1[nH]c2ccccc2c1CCO
  -10, -32, 1.9, -4, 0.7, -0.3, -1, -2, 0.0, 0.9
CN(CCOc1ccccc1)CC(=O)Nc1cccc(Br)c1
  -9, 7, -0.3, -4, 1, 0.0, -10, -5, 1.3, 0.9
CC1(C(=O)OCC(=O)Nc2ccc(C(N)=O)cc2)CC1(Cl)Cl (stereo unspecified)
  -4, 1, -1.5, -2, 0.9, -0.2, -3, -2, -0.2, 0.9
O=C(NCCc1ccccc1)C(=O)NCC1CCCO1 (stereo unspecified)
  -9, ·, 0.1, -8, 1, -0.3, -1, -4, -1.1, 0.9
CC1(C(=O)NC2CCCC2)CCC(=O)N1Cc1ccccc1Cl (stereo unspecified)
  -18, ·, 0.2, -5, 1, -0.2, -3, 0, 1.9, 1
CC(C)C1Nc2ccc(S(N)(=O)=O)cc2C2C=CCC21 (stereo unspecified)
  -5, -11, -2.9, -5, 1.8, 0.0, 0, 1, 1.2, 1.4
Cc1ccc(OC(=O)CCC(=O)N2CCc3ccccc32)cc1
  -12, -8, 2.4, -2, 1.1, -0.3, -8, -5, -0.8, 1.1
COC(=O)Nc1ccc(S(=O)(=O)NCCO)cc1
  -6, ·, 0.2, -6, 1, -0.1, -1, -1, 1.1, 0.9
O=C1CC(N(Cc2ccco2)C(=O)Nc2ccc(F)cc2)C(=O)N1c1ccc(F)cc1 (stereo unspecified)
  -8, 6, 0.1, 9, 1, 0.1, -1, -4, -0.8, 0.9
CC(c1ccccc1)C1C(C#N)=C(N)SC(N)=C1C#N (stereo unspecified)
  -18, 12, 2.6, 3, 0.7, 0.0, 1, -2, 1.9, 0.8
CC(SC1=NCCS1)C(=O)Nc1nnc(-c2ccc(Br)cc2)s1 (stereo unspecified)
  -2, ·, -1.5, 24, 1, -0.1, -4, -3, 3.5, 0.9
COc1ccc(NC(=O)Cn2nc(C(F)(F)F)c3c2CCCC3)cc1OC
  -6, ·, 0.4, 24, 1, -0.3, -1, 3, -0.8, 1
COc1cc2nc(SCC(=O)c3ccc(Br)cc3)n3nc(C)nc3c2cc1OC
  -44, 15, -0.2, 1, 1.1, -0.4, -2, 0, 2.6, 0.9
S=C(NCc1ccc(Cl)cc1)Nc1ccccc1
  -9, 0, -0.7, 10, 0.8, -0.2, 1, -4, 3.3, 0.8
CCOCCCn1c(SCC(=O)NCc2ccco2)nc2c(sc3ccccc32)c1=O
  -20, ·, 2.6, 5, 1, 0.1, -4, -6, 2.5, 1.1

The results go on.
Order of results: TNAP inh no acc, S1P3 antag, DTT redox prof, L major viab, PMI act satM6P, Hsp70 act, HMGR II inh, TNAP inh hi DEA, RAM network inh, PMI act
Cc1nnc(SCC(=O)N2CCN(S(=O)(=O)c3ccc(Cl)cc3)CC2)n(N)c1=O
  -12, -29, 2.0, 7, 1, -0.2, -2, -5, 0.9, 1
CCCC(=O)Nc1ccc(Cc2ccc(NC(=O)CCC)c(C(=O)O)c2)cc1C(=O)O
  -9, -9, -0.5, -11, 1, -0.1, -3, -4, 3.5, 1
CS(=O)(=O)c1cnc(-c2ccccc2)nc1Oc1ccc(F)cc1
  -2, ·, -2.6, -6, 1.1, -0.1, -1, 4, 4.3, 1
COc1cccc(N(CC(=O)NCc2cccnc2)S(C)(=O)=O)c1
  8, -8, -0.4, 1, 0.9, 0.5, -2, -2, 1.9, 1
COc1ccc2sc(NC(=O)CC(C)C)nc2c1
  -8, -18, 0.2, 21, 1.1, 1.5, 0, -7, 0.3, 1.1
COc1cc(NC(=O)NS(=O)(=O)c2ccc(C)cc2)cc(OC)c1
  -2, ·, -0.3, -2, 0.6, -0.2, -1, -13, 0.7, 0.5
CCOc1ccc(C2=Nn3c(nnc3-c3ccccn3)SC2)cc1
  -17, ·, 2.2, 5, 1.1, 0.0, -2, -4, 0.1, 1.1
Cn1c(CNC(=O)c2ccccc2F)nnc1SCC(=O)N1CCN(c2ccccc2)CC1
  -9, 4, -0.3, -4, 1, 0.2, 1, -6, 0.9, 1
Cc1nc2sc(C(c3ccco3)N3CCC(Cc4ccccc4)CC3)c(O)n2n1 (stereo unspecified)
  -3, -1, -1.7, -7, 1.1, 0.0, 3, 2, 1.3, 1.1
COc1ccc(NC(=O)C(=O)N2N=C3CCCCC3C2(O)C(F)(F)F)cc1 (stereo unspecified)
  -9, -12, -1.3, -4, 1.1, -0.3, 4, -5, 0.6, 1.1
CC(Sc1n[nH]c(N)n1)C(=O)Nc1ccc(Cl)cn1 (stereo unspecified)
  -16, 4, -2.6, -2, 1.1, -0.4, -6, 0, -0.2, 1.2
Cc1ccc2cc(C#N)c(SCC(=O)NCC3CCCO3)nc2c1C (stereo unspecified)
  -8, 4, ·, ·, 1, ·, ·, -1, ·, 1
Cc1c(-c2nc(N)nc(Nc3ccccc3F)n2)oc2ccccc12
  2, -6, 0.1, 14, 1, 0.1, -3, -7, 4.0, 1
Cc1cc(/C=C(\C#N)C(=O)NC2CC2)c(C)[nH]1
  -18, 6, -0.2, -3, 1.1, -0.2, -2, 2, 2.8, 0.9
COc1ccc(N2CCN(C(=O)c3ccc(SC)cc3OC)CC2)cc1
  -4, -2, 0.3, -8, 0.8, 0.0, -1, -2, -0.1, 0.9
CCOC(=O)N1CCN(C(=O)c2ccc3nc(N4CCCCC4)sc3c2)CC1
  -2, -40, -1.4, 3, 1, -0.3, 0, -8, 0.5, 1.1
CC(=O)Nc1ccc(CN2CCN(c3cccc(C(F)(F)F)c3)CC2)cc1
  -13, -20, 0.0, 91*, 0.9, -0.1, 1, -5, 0.1, 0.9
O=C(NC1CCCCCCC1)C1CCC(CNc2c(N3CCCC3)c(=O)c2=O)CC1 (stereo unspecified)
  -10, -4, -2.0, -10, 0.9, -0.4, 0, -2, 2.9, 0.9
O=[N+]([O-])c1ccc(O)c(/C=N/n2cnc3ccccc32)c1
  15, 0, 0.5, -10, 1.1, -0.4, 3, 12, 1.9, 1.1
COc1ccc(OCCNC(=O)c2cccc(Oc3ccc(C(F)(F)F)cc3[N+](=O)[O-])c2)cc1
  -3, -8, 0.1, -2, 1.1, -0.3, -4, 2, 14*, 0.9
COc1ccc(Cl)cc1N1CC(C(=O)Nc2nccs2)CC1=O (stereo unspecified)
  -9, -27, 0.7, -7, 1.1, -0.1, -4, -2, 0.3, 1
Cc1ccc(CNc2ccc(CNc3ncn[nH]3)cc2)cc1
  -32, ·, -0.5, 4, 0.9, -0.2, 1, 1, 0.9, 0.8
